# Pf gamet viab = inhibitors of late stage P. falciparum gametocyte viability. 150,000 compounds, 0.065% hits. P. falciparum stage V gametocytes, ATP luminescence, 24 h. inhibition, % at 10.9 µM. AID 743093;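 active = inhibition above the mean plus 3 SD of compounds within the control limits, set per campaign, cut at about 38% in these data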;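 also: 0% = DMSO wells and 100% = medium only without gametocytes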
# GSH bead fluor = GSH bead compound fluorescence profile. GSH beads flow cytometry, compound fluorescence 488/530 nm; hits give high values. fluorescence (KMESF) at 10 µM. 190,000 compounds, 0.25% hits; in the data active = fluorescence above about 89;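 also: glutathione beads carrying GST-tagged Bcl family fusion proteins plus one bare bead set; values are compound well signal with DMSO vehicle wells as background; inactives centre near 16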
# Rab2 wt GTP = changes GTP binding to wildtype dog Rab2A, up or down. P61105. GST-Rab2 wt beads, Bodipy-GTP binding, flow cytometry. GTP binding activity, % at 10 µM. 190,000 compounds, 0.19% hits;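 active = GTP binding activity at least 20 points away from 100%, either lowered or raised; inconclusive = signal likely due to the compound's own green fluorescence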;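 also: 0% = beads with excess unlabeled GTP and 100% = no-compound control corrected for plate trend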
# Mcl1 Bid PPI = disrupts binding of human Mcl-1 to Bid peptide; inhibition, % at 21.7 µM; TR-FRET Mcl-1/Bid-Dy647 peptide binding, 1536-well; 220,000 compounds, 0.97% hits; Q07820;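 active = compounds that cut the binding signal by more than half at the single screening dose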;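 also: His-tagged Mcl-1 with europium anti-His antibody binding Bid BH3 peptide; 0% = Mcl-1 plus peptide wells and 100% = peptide-only wells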
# Target sequence (Q07820 whole entry, looked up): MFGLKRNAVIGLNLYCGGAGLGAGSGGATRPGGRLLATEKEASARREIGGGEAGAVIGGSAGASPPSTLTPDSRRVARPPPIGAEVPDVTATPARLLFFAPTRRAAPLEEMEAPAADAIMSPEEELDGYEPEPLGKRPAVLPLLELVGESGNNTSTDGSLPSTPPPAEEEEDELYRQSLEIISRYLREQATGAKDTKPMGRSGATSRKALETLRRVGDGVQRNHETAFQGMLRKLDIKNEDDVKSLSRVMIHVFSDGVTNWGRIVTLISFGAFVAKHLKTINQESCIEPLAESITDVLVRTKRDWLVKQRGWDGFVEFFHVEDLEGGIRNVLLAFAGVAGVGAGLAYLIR
# Rac1 mut GTP = alters GTP binding to activated mutant human Rac1. P63000. GST-Rac1 activated beads, fluorescent GTP binding, flow cytometry; actives lie on both sides; 100% means binding = to untreated wells. percent activity (GTP binding), % at 10 µM. 190,000 compounds, 0.11% hits. AID 764;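 active = GTP binding at least 20 percentage points away from the 100% baseline, in either direction, so actives lie on both sides; inconclusive = Compound likely fluorescent itself, or too few beads counted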
# HRas wt GTP = changes GTP binding to wildtype human HRas; GST-Ras wt beads, Bodipy-FL-GTP binding, flow cytometry; actives lie on both sides; GTP binding activity, % at 10 µM; 190,000 compounds, 0.14% hits;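 active = GTP binding activity at least 20% away from the 100% baseline, either lowered as inhibitor or raised as activator; inconclusive = flagged as likely green fluorescent, judged across all proteins in the well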;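 also: 0% = unlabeled GTP competition control and 100% = no-compound control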
# Target sequence (P01112 whole entry, looked up): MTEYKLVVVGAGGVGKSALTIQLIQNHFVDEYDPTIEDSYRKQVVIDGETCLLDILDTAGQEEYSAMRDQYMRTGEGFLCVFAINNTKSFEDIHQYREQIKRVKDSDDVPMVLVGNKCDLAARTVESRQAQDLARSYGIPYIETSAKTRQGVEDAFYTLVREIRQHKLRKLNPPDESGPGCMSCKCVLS
# Cdc42 wt = modulators (inhibitors or activators) of GTP binding to human Cdc42 wildtype; P60953; GST-Cdc42 beads, Bodipy-GTP binding, flow cytometry; actives lie on both sides; percent activity (GTP binding), % at 10 µM; 190,000 compounds, 0.2% hits;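 active = percent activity GTP binding at least 20 points away from the 100% baseline, either down as inhibitor or up as activator; inconclusive = compound flagged as likely green fluorescent from well-wide comparison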;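 also: median bead fluorescence of bound Bodipy-FL-GTP at 100 nM; 0% = excess unlabeled GTP control and 100% = no compound control; below 100% means less GTP binding so inhibitor and above means activator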
# Target sequence (P60953 whole entry, looked up): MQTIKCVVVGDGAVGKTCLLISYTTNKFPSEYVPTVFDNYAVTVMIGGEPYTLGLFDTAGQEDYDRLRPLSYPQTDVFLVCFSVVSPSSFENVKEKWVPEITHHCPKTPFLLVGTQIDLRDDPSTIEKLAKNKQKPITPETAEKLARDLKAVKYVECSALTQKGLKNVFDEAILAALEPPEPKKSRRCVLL
# Mcl1 Noxa PPI = disrupts binding of human Mcl-1 to Noxa peptide. 220,000 compounds, 1.5% hits. AID 1022. inhibition, % at 21.7 µM. TR-FRET Mcl-1/Noxa peptide binding, 2 h;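 active = compounds that cut the protein-peptide binding signal by more than 50% relative to plate controls in a single-dose test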;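 also: His-tagged Mcl-1 with rhodamine Noxa BH3 peptide and terbium anti-His antibody; 0% = Mcl-1 plus Noxa peptide wells and 100% = peptide-only wells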
# Rac1 wt modul = alters GTP binding to wildtype human Rac1; P63000; GST-Rac1 beads, fluorescent GTP binding, flow cytometry; actives lie on both sides; 0 = cold GTP competed, 100 = untreated; GTP binding activity (% of control), % at 10 µM; 190,000 compounds, 0.27% hits; AID 757;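 active = GTP binding activity at least 20 points away from the 100% control level, either lower or higher; inconclusive = compound flagged as likely green fluorescent, judged across all proteins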
# Avidin bead fluor = compound fluoresces at 488/530 nm on avidin beads. 220,000 compounds, 0.38% hits. compound fluorescence 488/530 nm, flow cytometry; hits give high values. fluorescence (KMESF) at 10 µM. AID 1775; in the data active = fluorescence above about 47; also: inactives centre near 10
# Rab7 wt modul = dog Rab7 wildtype GTP binding, inhibitors and activators | GST-Rab7 beads, fluorescent GTP binding, flow cytometry; actives lie on both sides; untreated = 100%, excess cold GTP = 0% | GTP binding activity (percent of control), % at 10 µM | 190,000 compounds, 0.055% hits;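 active = fluorescent GTP binding to Rab7 beads changed by at least 20 points from the 100% baseline, either direction, mostly lower; inconclusive = compound itself probably fluorescent, or too few beads counted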;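 also: median green fluorescence of bound Bodipy-FL-GTP per Rab7 bead population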
# Numbers without * were called inactive; u = inconclusive; x = no result given.
SMILES,Pf gamet viab,GSH bead fluor,Rab2 wt GTP,Mcl1 Bid PPI,Rac1 mut GTP,HRas wt GTP,Cdc42 wt,Mcl1 Noxa PPI,Rac1 wt modul,Avidin bead fluor,Rab7 wt modul
COc1ccc(-n2c(-c3cnccn3)n[nH]c2=S)cc1,x,16,95,-34,93,96,96,-15,96,9,95
CNCc1ccccc1Sc1ccc(OC)cc1,28,23,102,10,98,98,99,23,101,31,108
COc1ccc(-c2ccc(CCC(=O)O)n2-c2ccc(O)cc2)cc1,-1,70,94,-59,91,92,92,6,93,16,93
Cc1ccc(CNc2ncc(-c3ccccc3)n2C)o1,13,22,94,-75,94,96,97,24,100,10,98
Cc1nc(-c2ccc(C(=O)Nc3ccc(F)cc3)cc2)cs1,-3,10,109,3,95,102,111,11,97,20,97
Cc1cc(C)n(-c2cc(Cl)cc(Cl)c2)c(=O)c1C#N,x,13,101,-8,97,103,104,-26,107,6,102
CCCc1nn(C)c(C(=O)Nc2ccc(CC)cc2)c1Cl,x,10,101,-20,100,99,101,-8,103,2,103
COc1ccc(NS(=O)(=O)c2ccc(NC(=O)c3ccccc3Br)cc2)nn1,1,11,96,-9,97,98,99,-1,100,18,95
COCCCNC(=O)c1ccc(Cn2c(=O)c3ccccc3n(CC(=O)NCc3ccco3)c2=O)cc1,-4,18,98,-45,99,99,100,7,101,9,100
COC(=O)c1ccc(NS(=O)(=O)c2ccc(Cl)cc2)o1,4,13,94,-17,91,94,94,9,94,9,98
CCN1CCCC1CNc1ncnc2c1[nH]c1ccc(Cl)cc12 (stereo not given),x,16,91,6,91,92,94,73*,89,8,99
CC1(C)OC(=O)N(Cc2ccco2)C1(C)O (stereo not given),x,21,98,51*,97,97,98,7,96,18,97
CC(=O)NC(NC(C)=O)c1cccc(OCc2ccccc2)c1,-4,10,102,-6,96,101,100,-8,100,2,103
O=C(COc1ccccc1)N(Cc1cc2ccccc2[nH]c1=O)CC1CCCO1 (stereo not given),13,47,98,-14,97,101,101,-13,101,16,100
O=C(OCC#CCSc1nc2ccccc2o1)c1cc2ccccc2o1,x,22,97,0,96,96,96,10,95,6,100
O=C(COC(=O)Cc1ccc(Br)cc1)NC1CCCCC1,x,17,94,-1,97,95,96,3,96,10,95
O=C(CCNC(=O)Cn1cnc2ccccc2c1=O)NCCC1=CCCCC1,4,20,103,-14,98,102,104,10,101,9,98
O=C(O)c1ccc(COCC(F)(F)F)cc1,-34,31,96,6,96,97,97,20,97,10,94
CN(C)S(=O)(=O)c1cccc(NC(=S)N2CCc3ccccc32)c1,x,14,99,-58,95,99,96,3,99,154*,105
CN(Cc1ccccc1NC(=O)c1ccc(S(=O)(=O)N(C)C)cc1)C1CCCCC1,x,12,102,-9,96,101,100,3,106,12,106
CCC(C)[C@H](NC(=O)OC(C)(C)C)C(=O)N/N=C/c1ccc2nccnc2c1 (stereo not given in full),x,11,101,-22,100,103,105,3,104,11,100
Cc1cc(Cl)ccc1Oc1nc(-c2ccc(F)cc2)ccc1C#N,-15,21,103,-27,102,103,103,-11,102,7,100
Cc1ccc2ccc(C)[n+](CCCS(=O)(=O)[O-])c2c1,-17,14,101,-14,99,101,100,30,100,7,105
CCN1CCN(C(=S)NCC(C)C)CC1,x,13,99,13,99,100,100,26,102,13,101
Cc1ccc(Cl)cc1N1CCN(C(=O)C2CCCN(S(=O)(=O)c3cnc[nH]3)C2)CC1 (stereo not given),x,15,103,-11,101,103,104,6,107,9,103
COc1ccc(NC(=S)N(CCN(C)C)C(C)c2ccco2)cc1Cl (stereo not given),-5,152*,u,-55,u,u,u,21,u,28,u
Cc1ccc2nc(C)cc(NCCO)c2c1,14,5,100,-15,101,99,104,9,105,9,99
COc1cccc(C(C)NC(=O)Nc2cc(Cl)ccc2OC)c1 (stereo not given),5,13,104,-5,98,103,103,18,105,10,109
O=C(Nc1ccc(Cl)cc1)N1CCC(c2nc(-c3ccccc3Cl)no2)CC1,x,16,95,-24,95,96,96,-6,96,4,92
CN(C(=O)COC(=O)c1ccccc1C(=O)N1CCN(c2ccccc2)CC1)c1ccccc1,9,12,99,-50,96,97,98,-3,99,5,95
CNC(=O)COc1ccccc1C(=O)Nc1ccc2c(c1)oc1ccccc12,-2,11,102,9,98,104,104,-14,101,16,103
Cc1ccc(S(=O)(=O)C/N=C(/NC(=S)N(c2ccccc2)c2ccccc2)c2ccccc2)cc1,-10,7,100,-86,100,103,103,18,104,11,103
COCCn1nnnc1CN1CCN2CCCC2C1 (stereo not given),11,14,103,14,99,101,101,24,95,5,97
COC(=O)c1c(C(=O)OC)c2n(c1C)CCC2,5,9,99,-53,102,101,103,1,105,14,98
COc1cc(C2CC(=O)C=C(O)C2)cc(OC)c1OC (stereo not given),-46,36,98,-8,96,99,97,22,98,8,99
CN1CCN(c2ccc(-c3ccnn3C(=O)Nc3ccccc3)cc2)CC1,x,21,98,-44,98,99,100,6,99,4,99
CCN(C(=O)c1cc2ccccc2oc1=O)c1cccc(C)c1,-14,15,101,-6,98,100,101,-5,101,4,102
COc1ccc(C2=NOC(C(=O)NC(C)C)C2)cc1 (stereo not given),-6,25,108,-22,105,109,112,11,108,7,106
COc1ccc(N(CCC#N)S(=O)(=O)c2ccc(Cl)cc2)cc1,14,50,96,7,95,98,104,10,102,9,96
CCN(C(=O)COC(=O)CNC(=O)c1ccc(C)s1)c1ccccc1,20,13,100,-72,98,100,98,2,103,15,105
O=C(COc1ccccc1)NC(=S)Nc1cccc([N+](=O)[O-])c1,-6,6,95,-13,101,100,101,5,101,1,102
CCC(C)NCCCCOc1cc(C)cc(C(C)C)c1 (stereo not given),x,21,100,25,99,101,103,22,103,13,97
CCOC(=O)C(=O)CC(=O)c1ccc2c(c1)OCCO2,-13,14,90,-39,87,92,86,2,90,9,98
CCC(NC(=O)Nc1nnc(C(F)(F)F)s1)(C(F)(F)F)C(F)(F)F,x,28,96,-20,97,97,98,0,101,4,96
Cc1ccccc1NC(=O)/C=C/c1ccc([N+](=O)[O-])s1,x,18,96,52*,96,98,97,14,101,14,102
O=C1CC(C(=O)Nc2ccc(F)cc2)S/C(=N\N=C\c2ccco2)N1 (stereo not given),-10,10,101,1,98,99,100,18,102,12,102
C=C(C)COc1ccc(-c2n[nH]c(C)c2-c2ccc(OC)cc2)c(O)c1,x,17,104,18,101,102,105,27,101,10,101
O=C(CCNS(=O)(=O)c1cccc2nsnc12)NCc1cccs1,x,22,104,1,101,103,107,-12,105,38,102
Cc1cc(C)nc(SCc2ccc(C(=O)NN=C3C4CC5CC(C4)CC3C5)cc2)n1,x,9,100,-11,100,101,102,20,106,15,99
O=C(COc1cccnc1[N+](=O)[O-])N1CCN(C(=O)c2ccco2)CC1,-17,10,96,-56,97,97,96,-19,96,8,104

# 12 of the compounds above, bar-delimited:
SMILES | Pf gamet viab | GSH bead fluor | Rab2 wt GTP | Mcl1 Bid PPI | Rac1 mut GTP | HRas wt GTP | Cdc42 wt | Mcl1 Noxa PPI | Rac1 wt modul | Avidin bead fluor | Rab7 wt modul
COc1ccc(N(CCC#N)S(=O)(=O)c2ccc(Cl)cc2)cc1 | 14 | 50 | 96 | 7 | 95 | 98 | 104 | 10 | 102 | 9 | 96
CCN(C(=O)COC(=O)CNC(=O)c1ccc(C)s1)c1ccccc1 | 20 | 13 | 100 | -72 | 98 | 100 | 98 | 2 | 103 | 15 | 105
O=C(COc1ccccc1)NC(=S)Nc1cccc([N+](=O)[O-])c1 | -6 | 6 | 95 | -13 | 101 | 100 | 101 | 5 | 101 | 1 | 102
CCC(C)NCCCCOc1cc(C)cc(C(C)C)c1 (stereo not given) | x | 21 | 100 | 25 | 99 | 101 | 103 | 22 | 103 | 13 | 97
CCOC(=O)C(=O)CC(=O)c1ccc2c(c1)OCCO2 | -13 | 14 | 90 | -39 | 87 | 92 | 86 | 2 | 90 | 9 | 98
CCC(NC(=O)Nc1nnc(C(F)(F)F)s1)(C(F)(F)F)C(F)(F)F | x | 28 | 96 | -20 | 97 | 97 | 98 | 0 | 101 | 4 | 96
Cc1ccccc1NC(=O)/C=C/c1ccc([N+](=O)[O-])s1 | x | 18 | 96 | 52* | 96 | 98 | 97 | 14 | 101 | 14 | 102
O=C1CC(C(=O)Nc2ccc(F)cc2)S/C(=N\N=C\c2ccco2)N1 (stereo not given) | -10 | 10 | 101 | 1 | 98 | 99 | 100 | 18 | 102 | 12 | 102
C=C(C)COc1ccc(-c2n[nH]c(C)c2-c2ccc(OC)cc2)c(O)c1 | x | 17 | 104 | 18 | 101 | 102 | 105 | 27 | 101 | 10 | 101
O=C(CCNS(=O)(=O)c1cccc2nsnc12)NCc1cccs1 | x | 22 | 104 | 1 | 101 | 103 | 107 | -12 | 105 | 38 | 102
Cc1cc(C)nc(SCc2ccc(C(=O)NN=C3C4CC5CC(C4)CC3C5)cc2)n1 | x | 9 | 100 | -11 | 100 | 101 | 102 | 20 | 106 | 15 | 99
O=C(COc1cccnc1[N+](=O)[O-])N1CCN(C(=O)c2ccco2)CC1 | -17 | 10 | 96 | -56 | 97 | 97 | 96 | -19 | 96 | 8 | 104

# Next section.
SMILES,Pf gamet viab,GSH bead fluor,Rab2 wt GTP,Mcl1 Bid PPI,Rac1 mut GTP,HRas wt GTP,Cdc42 wt,Mcl1 Noxa PPI,Rac1 wt modul,Avidin bead fluor,Rab7 wt modul
CCOC(=O)C1(Cc2ccccc2)CCCN(Cc2ccncc2)C1 (stereo not given),28,14,94,-19,89,91,89,24,86,6,95
Cn1c(/N=C/c2cc(Cl)ccc2O)nc2ccccc21,x,21,100,-13,98,99,100,14,103,33,100
CC(=O)Oc1ccc(C)cc1N1C(=O)c2ccc(C(=O)O)cc2C1=O,x,28,101,11,101,100,105,21,111,34,97
CCNC(=O)COC(=O)/C=C/c1cccc([N+](=O)[O-])c1,22,68,101,14,98,100,104,-4,106,x,101
CCOc1cc(-c2noc(N)c2C(=O)OC)cc(OCC)c1OCC,-9,32,98,-41,98,100,101,10,101,13,97
CCOC(=O)CN1CC23C=CC(O2)C(C(=O)NC2CCCC2)C3C1=O (stereo not given),x,14,98,-7,97,98,102,-7,101,25,99
O=C(CSc1nccn1-c1cccc(Cl)c1)NO,5,15,102,-30,99,97,101,10,102,10,105
NC(=O)c1c[nH]c2ccccc12,x,14,95,-2,95,93,93,4,94,10,97
C/C=C/C(=O)OCC(=O)Nc1ccc(OC)c(Cl)c1,x,17,101,-26,99,101,102,5,106,13,101
